COUP-TFII inh – NR2F2 (human) inhibition, primary screen; HEK293T NGFI-A luciferase reporter, luminescence; P24468; inhibition, % at 8.6 µM; 0.7% of 370,000 active;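 active = inhibition above a per-plate cutoff, mean inhibition of test wells between control levels plus 3 SD, cut at about 38% in these data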;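 note: cells cotransfected with COUP-TFII expression vector driving the NGFI-A reporter; 0% = median of COUP-TF2 test wells and 100% = reporter-only cells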
Target sequence (P24468 whole entry, looked up): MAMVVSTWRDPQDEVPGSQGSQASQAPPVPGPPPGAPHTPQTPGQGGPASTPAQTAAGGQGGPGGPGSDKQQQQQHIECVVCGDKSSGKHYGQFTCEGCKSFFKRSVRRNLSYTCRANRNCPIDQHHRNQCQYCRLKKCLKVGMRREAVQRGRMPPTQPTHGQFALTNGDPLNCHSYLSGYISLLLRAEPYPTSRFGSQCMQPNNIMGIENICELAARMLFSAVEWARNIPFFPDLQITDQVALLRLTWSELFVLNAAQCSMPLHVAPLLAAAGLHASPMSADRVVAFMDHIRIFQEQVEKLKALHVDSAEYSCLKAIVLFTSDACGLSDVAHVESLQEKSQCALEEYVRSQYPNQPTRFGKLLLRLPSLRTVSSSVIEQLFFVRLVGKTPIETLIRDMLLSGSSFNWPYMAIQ
LRH-1 inv ag – inverse agonists of human LRH-1 (NR5A2). O00482. HEK293T StAR-luciferase reporter, LRH-1 transfected, 24 h. inhibition, % at 3.6 µM. 0.13% of 360,000 active;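 active = inhibition above the mean inhibition of all tested compounds plus 3 SD, cut at about 73% in these data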;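 note: 0% = DMSO wells and 100% = reporter-only cells lacking LRH-1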
EBV LMP1 NFkB – reduces LMP1-driven NF-kappaB luciferase signal | inhibition, % at 12.5 µM | 0.69% of 350,000 active | LMP1-induced NF-kappaB luciferase reporter cells, luminescence; in the data active = inhibition above about 41%;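 note: 0% = neutral control wells and 100% = reference inhibitor control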
TWEAK Fn14 block – blocks TWEAK-Fn14 interaction in a reporter cell assay; inhibition, % at 10 µM; 2% of 360,000 active; TWEAK-stimulated Fn14 reporter cells, luciferase luminescence, 8 h; in the data active = inhibition above about 50%
NOD2 RIPK2 PPI – blocks binding of human NOD2 to RIPK2; inhibition, % at 4.98 µM; O43353; CHO BLA complementation NOD2-RIPK2, CCF4 ratio; AID 624267; 0.38% of 360,000 active; in the data active = inhibition above about 21%;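 note: 0% = vehicle only and 100% = reference blocker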
Target sequence (O43353 whole entry, looked up): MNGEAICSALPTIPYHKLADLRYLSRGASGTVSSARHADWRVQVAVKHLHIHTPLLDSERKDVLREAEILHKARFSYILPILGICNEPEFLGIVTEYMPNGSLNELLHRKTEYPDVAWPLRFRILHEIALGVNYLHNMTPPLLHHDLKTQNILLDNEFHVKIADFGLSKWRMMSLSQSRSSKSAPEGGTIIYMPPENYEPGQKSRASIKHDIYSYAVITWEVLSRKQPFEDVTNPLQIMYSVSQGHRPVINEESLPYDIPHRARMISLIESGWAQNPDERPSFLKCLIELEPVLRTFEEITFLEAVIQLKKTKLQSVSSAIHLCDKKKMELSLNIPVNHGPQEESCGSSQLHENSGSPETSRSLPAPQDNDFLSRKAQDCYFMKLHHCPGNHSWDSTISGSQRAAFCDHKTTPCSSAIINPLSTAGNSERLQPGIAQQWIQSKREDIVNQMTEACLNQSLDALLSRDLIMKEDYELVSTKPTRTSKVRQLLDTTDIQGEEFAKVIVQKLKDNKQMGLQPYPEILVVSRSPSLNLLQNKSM
TROY NFkB inh – TROY signaling inhibition | inhibition, % at 10 µM | 0.98% of 360,000 active | AID 1347056 | Q293 LMP1-TROYcd NF-kB luciferase reporter, 4 h;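 active = compounds whose plate-normalised and pattern-corrected inhibition of the luciferase reporter signal at the single screening dose is 50% or more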
NCOA1 inh – inhibits human SRC1 coactivator. AID 588354. 0.12% of 360,000 active. inhibition, % at 3.6 µM. HEK293 GAL4-SRC1 luciferase reporter, luminescence;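 active = inhibition above the campaign mean plus 3 SD, with each screening campaign given its own cutoff, cut at about 60% in these data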;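 note: 0% = DMSO treated cells and 100% = gossypol at 36 µM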
TLR9-MyD88 block – TLR9-MyD88 interaction inhibition. Q9NR96+Q99836. CHO BLA complementation TLR9-MyD88, CCF4 FRET ratio. inhibition, % at 4.98 µM. 0.21% of 340,000 active. AID 504734;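 active = inhibition above the mean over all tested compounds plus 3 SD, cut at about 21% in these data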;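 note: 0% = DMSO only wells and 100% = clavulanate BLA inhibitor control wells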
NCOA3 inh – inhibitors of human steroid receptor coactivator 3 (SRC3); Q9Y6Q9; HEK293 GAL4-SRC3 luciferase reporter, luminescence; inhibition, % at 3.6 µM; 0.17% of 360,000 active;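 active = inhibition above a per-campaign cutoff, the mean of all compounds plus 3 SD, cut at about 60% in these data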;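 note: 0% = DMSO-treated cells and 100% = gossypol-treated cells at 36 µM; higher means less SRC3-driven luciferase light from the GAL4 reporter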
C8 TRAIL sens – sensitizes caspase-8 expressing cells to TRAIL; inhibition (viability loss, TRAIL sensitization), % at 10 µM; 1% of 360,000 active; NB7+C8 cells + TRAIL, ATPlite viability luminescence;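 active = compounds causing at least 50% loss of cell viability in the single-dose screen, relative to plate controls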
NCOA2 inhibitor – human SRC2 (NCOA2) inhibition. Q15596. HEK293 GAL4-SRC2 luciferase reporter, luminescence. inhibition, % at 9 µM. 0.17% of 370,000 active. AID 651957;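 active = inhibition above the mean inhibition of all tested compounds plus 3 SD, set per campaign, cut at about 52% in these data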;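 note: 0% = DMSO treated cells and 100% = cells given Gossypol at 36 µM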
The depositor's hits bear a star; x = no result given.

SMILES	COUP-TFII inh	LRH-1 inv ag	EBV LMP1 NFkB	TWEAK Fn14 block	NOD2 RIPK2 PPI	TROY NFkB inh	NCOA1 inh	TLR9-MyD88 block	NCOA3 inh	C8 TRAIL sens	NCOA2 inhibitor
CC(C)c1nc2cc(C(=O)N3CCN(c4cnccn4)CC3)ccc2o1	-5	2	-6	-4	-6	-16	-36	-6	-2	-25	-5
CCC(C)NC(=O)c1cc(C)no1 (centres undefined)	11	-4	17	9	11	11	9	-7	4	-2	0
O=C(CSC(=S)N1CCCC1)c1ccccc1	-21	-77	20	45	-3	19	-112	-2	-156	16	-42
Cn1c(=O)c2cn(-c3cccc4ccccc34)cc2n(C)c1=O	19	15	-6	20	-2	46	-12	6	-5	4	-4
CCC(C)C(NC(=O)c1ccccc1)C(=O)Nc1ccc(S(=O)(=O)Nc2cc(C)nc(C)n2)cc1 (centres undefined)	11	-16	0	6	-9	13	-2	-2	3	-15	0
COc1cccc(NC(=O)c2cccc(C(=O)Nc3cccc(OC)c3)n2)c1	3	-3	10	2	-6	8	-16	4	-12	26	-27
C/C(=N\N1CCN(Cc2ccc(Cl)cc2)CC1)c1ccc(F)cc1	-7	19	0	-1	-12	2	12	-13	3	0	-1
Cc1ccc(NC(=O)C2C3C=CC4(O3)C2C(=O)N(CCCN2CCCC(C)C2)C4C(=O)NC2CCCCC2)cc1 (centres undefined)	2	17	-5	5	0	-2	-3	9	0	-7	8
CS(=O)(=O)Nc1cccc(C2=NN(C(=O)c3ccco3)C(c3cccs3)C2)c1 (centres undefined)	-21	27	5	9	-7	15	-14	0	-10	6	-30
CCOC(=O)CC1COCCN1C(=O)c1cc(COc2ccc(F)c(F)c2)on1 (centres undefined)	-10	-5	-11	10	-4	-51	-6	7	-21	5	-17
Cc1ccc(C(=O)/C=C/Nc2ccc3c(c2)OCO3)cc1	-17	-56	-24	-9	5	-8	-128	-2	-58	61*	-49
CCN([C@H](CO)CC(C)C)S(=O)(=O)c1ccccc1	3	-5	-3	6	-10	5	13	3	-2	-23	3
O=C(NC1CCCC1)c1ccc(CS(=O)(=O)c2ccc(Br)cc2)o1	-2	-8	-10	-33	-1	-2	3	-11	15	-4	-16
O=C(C[C@@H]1C/C=C\CC[C@@H](Cc2ccc(F)cc2)C(=O)OC[C@@H]2CCCN2C1=O)N[C@H](CO)Cc1ccccc1	16	6	-8	-30	-5	-3	1	-10	15	-11	26
O=C1/C(=C/c2ccc(O)cc2)CCc2ccc([N+](=O)[O-])cc21	6	-16	-7	-50	-6	-13	-3	-3	-17	24	-18
CCOC(=O)Cc1csc(NC(=O)C(C)(C)C)n1	-19	-23	-6	7	4	-34	-44	10	-21	1	-25
CCOc1ccccc1NC(=O)NC1Cc2ccccc2C1	x	-11	7	-2	-8	-4	12	3	1	7	x
CC(C)(C)C(=O)CN1C2=NCCCN2c2ccccc21	15	3	-4	-3	-2	-9	-12	6	-5	3	-7
O=C(CC1S/C(=N/N=C2CCCCCC2)NC1=O)Nc1ccccc1C(F)(F)F (centres undefined)	9	10	-2	16	-4	-13	-18	-11	-5	-1	0
Cc1ccc(-n2c(C)nnc2SCC(=O)NC2CCCC2)cc1	-7	-8	-4	-10	2	-2	1	-1	5	1	8
N=C1C(c2nc(-c3ccc(Br)cc3)cs2)=C(O)CN1NC(=O)c1ccc([N+](=O)[O-])cc1	7	-15	11	-8	-3	-27	-9	-1	8	-3	-4
COc1cc(OC)cc(C(=O)NCC(=O)NCCN2C(=O)S/C(=C\c3ccccc3Cl)C2=O)c1	-25	-14	4	-15	-5	-9	-14	-6	-10	-1	12
Cc1ccc2c(c1)sc(=NC(=O)C1CC1)n2C	-50	-86	-24	6	-2	-47	-91	-4	-80	19	-38
CCOC(=O)C1(Cc2ccccc2C)CCCN(Cc2ccc(NC(C)=O)cc2)C1 (centres undefined)	4	-4	11	14	0	16	16	3	6	2	-25
O=C(N/N=C/c1cccn1-c1ccccc1)c1ccncc1	11	0	-3	6	1	-10	-16	-10	-3	-5	2
O=C(NCC1CCCO1)c1cc(S(=O)(=O)N2CCCC2)c(Cl)cc1Cl (centres undefined)	7	8	6	-19	-4	-2	-4	6	11	4	10
CCC(c1nnnn1Cc1ccc2c(c1)OCO2)N1CCN(c2ccc(OC)cc2)CC1 (centres undefined)	12	32	-6	13	1	0	16	1	24	3	2
CC(OC(=O)c1ccccc1O)C(=O)Nc1ccc(Cl)cn1 (centres undefined)	15	11	-2	24	-4	4	-22	7	12	2	-1
Cn1nc(-c2ccccc2)cc1NC(=O)Nc1ccc(F)cc1	-8	-20	5	5	0	-5	-6	-18	17	10	4
COc1ccc2c(c1)-c1c(sn(-c3ccccc3)c1=S)C(C)(C)N2	6	2	-18	2	-3	-10	-14	8	17	9	-17

Part of the list above in another layout.
| Compound | COUP-TFII inh | LRH-1 inv ag | EBV LMP1 NFkB | TWEAK Fn14 block | NOD2 RIPK2 PPI | TROY NFkB inh | NCOA1 inh | TLR9-MyD88 block | NCOA3 inh | C8 TRAIL sens | NCOA2 inhibitor |
| --- | --- | --- | --- | --- | --- | --- | --- | --- | --- | --- | --- |
| CCOC(=O)Cc1csc(NC(=O)C(C)(C)C)n1 | -19 | -23 | -6 | 7 | 4 | -34 | -44 | 10 | -21 | 1 | -25 |
| CCOc1ccccc1NC(=O)NC1Cc2ccccc2C1 | x | -11 | 7 | -2 | -8 | -4 | 12 | 3 | 1 | 7 | x |
| CC(C)(C)C(=O)CN1C2=NCCCN2c2ccccc21 | 15 | 3 | -4 | -3 | -2 | -9 | -12 | 6 | -5 | 3 | -7 |
| O=C(CC1S/C(=N/N=C2CCCCCC2)NC1=O)Nc1ccccc1C(F)(F)F (centres undefined) | 9 | 10 | -2 | 16 | -4 | -13 | -18 | -11 | -5 | -1 | 0 |
| Cc1ccc(-n2c(C)nnc2SCC(=O)NC2CCCC2)cc1 | -7 | -8 | -4 | -10 | 2 | -2 | 1 | -1 | 5 | 1 | 8 |
| N=C1C(c2nc(-c3ccc(Br)cc3)cs2)=C(O)CN1NC(=O)c1ccc([N+](=O)[O-])cc1 | 7 | -15 | 11 | -8 | -3 | -27 | -9 | -1 | 8 | -3 | -4 |
| COc1cc(OC)cc(C(=O)NCC(=O)NCCN2C(=O)S/C(=C\c3ccccc3Cl)C2=O)c1 | -25 | -14 | 4 | -15 | -5 | -9 | -14 | -6 | -10 | -1 | 12 |
| Cc1ccc2c(c1)sc(=NC(=O)C1CC1)n2C | -50 | -86 | -24 | 6 | -2 | -47 | -91 | -4 | -80 | 19 | -38 |
| CCOC(=O)C1(Cc2ccccc2C)CCCN(Cc2ccc(NC(C)=O)cc2)C1 (centres undefined) | 4 | -4 | 11 | 14 | 0 | 16 | 16 | 3 | 6 | 2 | -25 |
| O=C(N/N=C/c1cccn1-c1ccccc1)c1ccncc1 | 11 | 0 | -3 | 6 | 1 | -10 | -16 | -10 | -3 | -5 | 2 |
| O=C(NCC1CCCO1)c1cc(S(=O)(=O)N2CCCC2)c(Cl)cc1Cl (centres undefined) | 7 | 8 | 6 | -19 | -4 | -2 | -4 | 6 | 11 | 4 | 10 |
| CCC(c1nnnn1Cc1ccc2c(c1)OCO2)N1CCN(c2ccc(OC)cc2)CC1 (centres undefined) | 12 | 32 | -6 | 13 | 1 | 0 | 16 | 1 | 24 | 3 | 2 |
| CC(OC(=O)c1ccccc1O)C(=O)Nc1ccc(Cl)cn1 (centres undefined) | 15 | 11 | -2 | 24 | -4 | 4 | -22 | 7 | 12 | 2 | -1 |
| Cn1nc(-c2ccccc2)cc1NC(=O)Nc1ccc(F)cc1 | -8 | -20 | 5 | 5 | 0 | -5 | -6 | -18 | 17 | 10 | 4 |
| COc1ccc2c(c1)-c1c(sn(-c3ccccc3)c1=S)C(C)(C)N2 | 6 | 2 | -18 | 2 | -3 | -10 | -14 | 8 | 17 | 9 | -17 |

(more compounds)
SMILES	COUP-TFII inh	LRH-1 inv ag	EBV LMP1 NFkB	TWEAK Fn14 block	NOD2 RIPK2 PPI	TROY NFkB inh	NCOA1 inh	TLR9-MyD88 block	NCOA3 inh	C8 TRAIL sens	NCOA2 inhibitor
COc1ccc(NC(=O)C(c2ccccn2)N(C(C)=O)c2ccc(C)cc2)cc1 (centres undefined)	-18	-13	-17	6	0	-41	-31	-1	-13	7	-27
CN1CCN(CCC=C2c3ccccc3Sc3ccc(S(=O)(=O)N(C)C)cc32)CC1	-19	-12	-18	-32	-5	-41	-2	-1	-11	3	-3
O=C(NNC(=O)C1CC1)c1cccc([N+](=O)[O-])c1	-14	5	-4	5	4	14	-2	-4	1	2	12
CCC(=O)N(Cc1ccc(C)cc1)Cc1cc2cc3c(cc2[nH]c1=O)OCO3	25	-6	1	20	-14	3	-41	-3	2	5	-2
CC1Cc2cccc3c(O)c(C(=O)c4nn[nH]n4)c(=O)n1c23 (centres undefined)	5	4	0	4	-5	2	14	1	5	17	5
Cc1cc(Cl)ccc1OCCCC(=O)N/N=C/c1cccc([N+](=O)[O-])c1	-4	-5	3	1	-1	-11	0	-2	7	-5	-12
Cc1cccc(N)c1SC1CCCCC1O (centres undefined)	0	-5	5	20	-5	-6	3	1	20	-4	-11
O=C(Nc1cccc(S(=O)(=O)C(F)F)c1)c1ccc(S(=O)(=O)N2CCCCC2)cc1	20	3	2	21	-3	14	13	-4	4	2	-27
CCCc1cc(N2CCN(C(=O)c3ccco3)CC2)n2c(nc3ccccc32)c1C#N	15	24	0	17	1	6	-2	11	-4	1	5
COc1ccc(CCNC(=O)COC(=O)c2cc(S(=O)(=O)N3CCCC3)ccc2O)cc1	1	26	-13	8	-5	1	1	-2	9	5	8

Rewritten with values under each structure: part of the list above
The line under a structure holds: COUP-TFII inh | LRH-1 inv ag | EBV LMP1 NFkB | TWEAK Fn14 block | NOD2 RIPK2 PPI | TROY NFkB inh | NCOA1 inh | TLR9-MyD88 block | NCOA3 inh | C8 TRAIL sens | NCOA2 inhibitor
O=C(Nc1cccc(S(=O)(=O)C(F)F)c1)c1ccc(S(=O)(=O)N2CCCCC2)cc1
  20 | 3 | 2 | 21 | -3 | 14 | 13 | -4 | 4 | 2 | -27
CCCc1cc(N2CCN(C(=O)c3ccco3)CC2)n2c(nc3ccccc32)c1C#N
  15 | 24 | 0 | 17 | 1 | 6 | -2 | 11 | -4 | 1 | 5

Continuation.
SMILES	COUP-TFII inh	LRH-1 inv ag	EBV LMP1 NFkB	TWEAK Fn14 block	NOD2 RIPK2 PPI	TROY NFkB inh	NCOA1 inh	TLR9-MyD88 block	NCOA3 inh	C8 TRAIL sens	NCOA2 inhibitor
CC(C)c1nc2oc3c(NCc4cccnc4)ncnc3c2c2c1CCC2	-9	7	-4	30	-2	18	-4	-9	-6	26	14
CCc1nnc2n1N=C(c1cccc([N+](=O)[O-])c1)CS2	1	31	-5	4	0	-1	-4	2	15	4	6
COc1cc(/C=C/C(=O)OCC(=O)NCc2ccco2)ccc1O	2	13	-6	8	-10	4	-5	4	-26	30	11
CCOC(=O)Cc1csc(NC(=O)CSc2nnc(-c3ccc(C)cc3)o2)n1	-13	2	-1	-2	3	-15	4	-1	-10	15	-9

This is a subset (hit frequency here may not be typical).
